JMJD2C inh: inhibitors of human GASC-1 (JMJD2C) demethylase. Q9H3R0. GST-JMJD2C(1-420) H3K9me3 demethylation, DELFIA europium. inhibition, % at 2.35 µM. 330,000 tested, 0.069% active;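 active = more than half of a compound's replicate wells show inhibition beyond 50%, single wells judged on their own value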;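 also: signal counts dimethyl H3K9 product captured on neutravidin plate; 0% = median of DMSO wells and 100% = 0.3 times that DMSO median; strong numbers were not always called active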
Target sequence (Q9H3R0 1-420 limits assumed): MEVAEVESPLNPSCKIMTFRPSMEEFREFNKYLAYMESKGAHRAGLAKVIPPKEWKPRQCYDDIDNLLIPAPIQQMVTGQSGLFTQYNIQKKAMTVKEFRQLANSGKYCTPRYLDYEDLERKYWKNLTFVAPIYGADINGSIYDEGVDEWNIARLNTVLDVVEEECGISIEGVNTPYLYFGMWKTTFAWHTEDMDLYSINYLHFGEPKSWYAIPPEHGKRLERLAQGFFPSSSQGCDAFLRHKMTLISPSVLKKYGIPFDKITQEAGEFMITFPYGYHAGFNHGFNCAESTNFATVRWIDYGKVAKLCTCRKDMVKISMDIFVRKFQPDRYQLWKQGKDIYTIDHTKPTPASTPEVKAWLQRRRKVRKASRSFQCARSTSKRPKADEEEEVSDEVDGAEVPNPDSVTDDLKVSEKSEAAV
RPL19A TOR yeast: alters RPL19A-GFP fluorescence in TOR pathway yeast screen; AID 2025; 330,000 tested, 0.3% active; percent response vs DMSO, % at 10 µM; S. cerevisiae RPL19A-GFP strain, flow cytometry, 3 h; hits give low values;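 active = percent response vs DMSO below 50%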;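 also: median channel GFP fluorescence of the barcoded RPL19A-GFP strain; ratio of sample median GFP to plate DMSO average so 100% = DMSO; lower means less RPL19A-GFP as with rapamycin TOR inhibition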
CIT2 TOR yeast: yeast TOR pathway CIT2-GFP modulation. GFP response vs DMSO, % at 10 µM. S. cerevisiae CIT2-GFP strain, flow cytometry, 3 h; 100 means same as DMSO wells. 320,000 tested, 0.065% active;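 active = GFP response relative to DMSO above a set limit, near the screen mean plus 3 SD, cut at about 150% in these data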;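 also: ratio of well median GFP fluorescence to mean of DMSO wells on the plate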
GRK2 aptamer HTS: blocks RNA aptamer binding to human GRK2. 330,000 tested, 0.59% active. AID 488847. P25098. bead flow cytometry, FAM-aptamer displacement from GRK2. inhibition of aptamer binding, % at 10 µM;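 active = inhibition of aptamer binding above 40%, roughly 3 SD of noise, on plates passing a quality check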;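 also: median bead fluorescence of bound FAM aptamer so fluorescent compounds give negative values; no value below 0 was filed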
AGP1-GFP MLPCN: alters AGP1-GFP fluorescence in TOR pathway yeast screen; S. cerevisiae AGP1-GFP multiplex flow cytometry, 3 h; GFP as percent of DMSO wells; AID 2066; 320,000 tested, 0.02% active; GFP response vs DMSO, % at 10 µM;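 active = GFP response relative to DMSO above a set limit, near screen average plus 3 SD, cut at about 150% in these data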;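 also: median GFP channel fluorescence of the gated AGP1 strain per well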
VLA-4 inh: inhibition in a human VLA-4 binding assay. P13612. VLA-4 expressing cells, ligand binding flow cytometry. inhibition, % (about 7 µM as worked out from the volumes in the protocol). 330,000 tested, 0.2% active; in the data active = inhibition above about 50%
MEP2-GFP yeast: alters MEP2-GFP fluorescence in TOR pathway yeast screen; S. cerevisiae MEP2-GFP strain, flow cytometry GFP, 3 h; 100% = DMSO control level; AID 2016; GFP response vs DMSO, % at 10 µM; 330,000 tested, 0.51% active;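 active = GFP response versus DMSO above a set limit, roughly screen mean plus 3 SD, cut at about 180% in these data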;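 also: median GFP fluorescence of the barcode-gated MEP2-GFP cells per well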
LAP4-GFP MLPCN: modulators of TOR pathway LAP4-GFP in S. cerevisiae | 320,000 tested, 0.34% active | GFP response vs DMSO, % at 10 µM | AID 2023 | S. cerevisiae LAP4-GFP multiplex, flow cytometry GFP, 3 h; median GFP as percent of DMSO wells;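 active = GFP response vs DMSO above a set limit, about the screen mean plus 3 SD, cut at about 150% in these data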
Starred values were filed as active, the others as inactive; . = not tested or not shown; & = joins results of further samples; [ ] = another dose, or the depositor's remark.

Under each structure: JMJD2C inh	RPL19A TOR yeast	CIT2 TOR yeast	GRK2 aptamer HTS	AGP1-GFP MLPCN	VLA-4 inh	MEP2-GFP yeast	LAP4-GFP MLPCN
CCC(=O)c1cn(CC(=O)OC)c2ccccc12
  3	97	104	0	99	-9	103	99
CC(=O)NC(N(C#N)c1nc(Cl)nc(N(C)C)n1)C(Cl)(Cl)Cl (stereo unspecified)
  -4	100	97	1	106	6	98	97
CC[C@H]1OC(=O)[C@H](C)[C@@H](O[C@H]2C[C@@](C)(OC)[C@@H](O)[C@H](C)O2)[C@H](C)[C@@H](O[C@@H]2O[C@H](C)C[C@H](N(C)C)[C@H]2O)[C@](C)(OC)C[C@@H](C)C(=O)[C@H](C)[C@@H](O)[C@]1(C)O
  4	103	103	1	94	7	100	105
CC(=O)COc1ccccc1OC(=O)c1ccco1
  5	99	101	0	104	-16	96	99
CCOc1ccccc1-c1nn2c(Cc3ccccc3)nnc2s1
  1	94	89	0	91	20	101	98
COc1ccc(N(CC(=O)N2CCN(Cc3ccc4c(c3)OCO4)CC2)S(C)(=O)=O)cc1OC
  -37&-2	99	95	0	100	9	102	96
NC(=O)c1ccc(C(F)(F)F)n(Cc2ccc(Cl)cc2)c1=O
  -5	102	.	0	101	-7	97	91
CNc1nc(-c2ccc(Cl)cc2)cs1
  -4	94	100	2	87	7	101	104
Cc1ccc(NC(=S)N/N=C2\CCCCC2C)cc1 (stereo unspecified)
  -8	98	95	0	98	10	101	103
CCOC(=O)c1c(NC(=O)CCl)sc(CN(C)C)c1-c1ccccc1
  1	99	101	0	101	0	100	101
Cc1ccccc1N1CCN(CCCCN2C(=O)C3CCCN3C2=O)CC1 (stereo unspecified)
  0	102	93	0	87	0	99	102
Cc1occc1C(=O)N/N=C/c1ccc(N(C)C)cc1
  28	95	89	1	98	4	94	98
CCc1ccccc1NC(=O)CN1CCN(C(=O)CNC(=O)c2ccccc2F)CC1
  2	102	96	5	101	4	106	110
CCCNc1nc(Cl)nc(NC(C)(C)C)n1
  5	103	95	5	100	-2	96	102
COC(=O)CSc1nc2c(c(=O)[nH]c(=O)n2C)n1CCC(C)C
  19	91	103	0	99	-3	95	98
COc1ccc(Sc2nc(-c3ccccn3)ncc2OC)cc1
  -6	95	88	0	88	-1	96	127
COc1ccc(C(=O)NCC(=O)N/N=C/c2c(C)[nH]c3ccccc23)cc1
  11	101	97	1	100	22	114	106
CN1C(=O)S/C(=C/c2cccn2-c2cccc(C(=O)O)c2)C1=O
  -17	91	.	1	93	-2	102	94
CN(C(=O)COc1ccc(Cl)cc1Br)C1CCCCC1
  -6	99	94	0	98	10	94	98
COc1ccc(NC(=O)c2ccc3c(c2)CCN3S(=O)(=O)c2ccccc2)c(OC)c1
  10	110	110	1	112	2	107	106
CCOc1ccccc1CN1CCC(N2CCC(C(=O)NC3CC3)CC2)CC1
  24	98	98	0	93	27	110	91
COC(=O)c1ccc(CNC(=O)c2ccc(COc3ccccc3)cc2)cc1
  2	105	101	0	98	10	107	97
CC(C)C(OC(=O)c1ccco1)C(=O)NCc1cccs1 (stereo unspecified)
  -4	101	94	0	100	5	104	103
CCc1nnc(NC(=O)c2ccc(S(=O)(=O)NCC(C)C)cc2)s1
  -9	93	95	0	99	3	98	104
O=C1CCC(C(=O)OCC(=O)N2N=C3/C(=C/c4ccccc4)CCCC3C2c2ccccc2)N1 (stereo unspecified)
  0	97	98	0	100	2	93	92
COc1ccc(CCNC(=O)C2CCC(=O)N(C3CCCCCC3)C2)cc1 (stereo unspecified)
  1	95	95	3	88	1	95	86
CN1C(=O)c2ccc(C(=O)Nc3cccnc3)cc2C1=O
  2	118	110	1	103	17	100	75
N=c1c2c(-c3ccccc3)c(-c3ccccc3)oc2ncn1CCN1CCOCC1
  1	100	94	0	100	1	99	99
COc1ccc(CN2CCOCCOCCOCC2)cc1
  0	94	78	0	88	6	98	104
CC(=O)Nc1nc(-c2cccc3ccccc23)cs1
  3	96	90	0	91	32	111	107
c1ccc(-c2cnc(CSc3ncnc4sccc34)o2)cc1
  -3	95	92	0	92	-1	102	103
Cn1c(CNC(=O)C2CCCCC2)cc2ccccc21
  2	107	105	0	100	4	105	92
O=C(Nc1ccc(O)cc1)/C(=C\C=C\c1ccccc1)NC(=O)c1ccccc1
  2	100	101	1	104	0	97	108
COc1ccc(N2C(=O)CC(NNc3nc4ccccc4s3)C2=O)cc1 (stereo unspecified)
  0	96	93	1	110	3	99	112
Cc1ccc(S(=O)(=O)Nc2cccnc2)cc1C
  -11	105	102	4	109	13	107	101
CON(C)S(=O)(=O)NC(=O)C1=C(N2CCCC2)COC1=O
  -6	93	94	2	96	7	85	94
O=C(O)C1C2C=CC(C2)C1C(=O)NCc1ccc(Cl)cc1Cl (stereo unspecified)
  -1	105	106	9	101	-1	106	99
COc1ccc(OCc2nnc(SCC(=O)NCc3ccco3)o2)cc1
  0	103	106	3	110	39	100	95
O=C(Nc1ccccc1N1CCCCC1)C1CCN(S(=O)(=O)c2cccc(C(F)(F)F)c2)CC1
  5	99	105	0	103	6	100	99
C#CCOC(=O)Nc1ccc(=O)n(Cc2c(Cl)cccc2Cl)c1
  -11	97	96	0	103	0	104	105
Cc1cc(C)c(SCCc2ccncc2)c(C)c1
  -2	107	108	0	99	0	102	85
S=C(NCCc1ccccn1)NC1CCCCC1
  -7	91	88	0	97	0	85	104
CSc1ncccc1C(=O)N1CCN(C(=O)c2ccccc2)CC1
  -20	104	101	0	100	5	102	96
CC[C@@]12C(=O)N(c3ccccc3)C(=O)N1[C@H](c1ccc(OC)cc1)[C@@H]1C(=O)N(C(C)(C)C)C(=O)[C@@H]12
  -1	99	110	2	90	19	94	141
CSc1ccc(CNCCN2CCOCC2)cc1
  -3	91	88	0	85	8	92	92
CCn1cc(CN2CCN(C)C(CCO)C2)c2ccccc21 (stereo unspecified)
  -5	102	101	0	131	4	104	90
O=C(NCCCn1ccnc1)/C(=C\c1ccccc1F)NC(=O)c1ccccc1
  -19	89	93	0	86	7	78	81
COc1ccc(-n2c(CN3CCN(c4ccc(F)cc4)CC3)nc3ccc([N+](=O)[O-])cc3c2=O)c(OC)c1
  3	105	101	0	94	4	98	87
Cc1ccccc1C=Nc1ccccc1C(N)=O
  -10	99	99	5	95	-4	104	90
NNC(=O)CSCc1nc(-c2ccccc2)cs1
  2	96	101	0	107	-6	101	107
O=C(Oc1ccc2ccc(=O)oc2c1)N1CCOCC1
  11	84	88	0	.	0	86	87
O=C(c1ccc2nc[nH]c2c1)N1CCc2ccccc2C1
  14	106	108	1	105	3	104	103
Cc1nc2ccc(NC(=O)c3ccc([N+](=O)[O-])cc3)cc2s1
  11	107	94	2	72	-1	83	83
O=[N+]([O-])c1ccc(Oc2ccc(/C=N/O)cc2)nc1
  -2	91	84	3	91	0	76	98
CCCc1cc(=O)[nH]c(SCC(=O)c2c(N)n(C)c(=O)n(C)c2=O)n1
  -7	91	92	3	95	11	93	80
CCCOCc1ccc(O)c2ncccc12
  -7	99	109	0	96	-15	98	117
CC(C)(C)SCCNC(=O)CN1C(=O)c2ccccc2S1(=O)=O
  -23	99	108	1	101	4	107	97
CCOc1ccc(NC(=S)Nc2cc(C)[nH]n2)cc1
  -9	102	105	2	108	6	117	114
CC(C)C(=O)Nc1ccc(NC(=O)c2cc3ccccc3o2)cc1
  7	99	104	2	105	6	103	100
NS(=O)(=O)c1cccc(Nc2nc3ccccc3nc2NS(=O)(=O)c2ccc(Cl)cc2)c1
  5	100	108	1	104	-2	115	96

Of the compounds above, two contain a COOH group:
Under each structure: JMJD2C inh	RPL19A TOR yeast	CIT2 TOR yeast	GRK2 aptamer HTS	AGP1-GFP MLPCN	VLA-4 inh	MEP2-GFP yeast	LAP4-GFP MLPCN
CN1C(=O)S/C(=C/c2cccn2-c2cccc(C(=O)O)c2)C1=O
  -17	91	.	1	93	-2	102	94
O=C(O)C1C2C=CC(C2)C1C(=O)NCc1ccc(Cl)cc1Cl (stereo unspecified)
  -1	105	106	9	101	-1	106	99

(continued)
Under each structure: JMJD2C inh	RPL19A TOR yeast	CIT2 TOR yeast	GRK2 aptamer HTS	AGP1-GFP MLPCN	VLA-4 inh	MEP2-GFP yeast	LAP4-GFP MLPCN
Cc1cc(Nc2c(C)cccc2C)n2nc(C)nc2n1
  -7	96	100	1	99	-13	97	95
Cn1ccnc1SCC(=O)NC1(C#N)CCCCC1
  0	104	108	0	109	-9	101	105
COc1ccc(C(=O)Nc2ccc3cn[nH]c3c2)c(OC)c1
  2	102	107	0	100	-3	99	100
Cc1ccccc1NC(=O)C1CCN(c2cnccn2)CC1
  -5	96	102	0	98	-1	99	97
Cc1ccc(NC(=O)CSCC(=O)NCc2cccc(C(F)(F)F)c2)cc1
  -3	93	97	1	101	-3	97	104
COc1ccc(S(=O)(=O)n2[nH]c(=O)c(CCO)c2C)cc1
  2	95[may fluoresce green]	137[may fluoresce green]	0	108[may fluoresce green]	-8	114[may fluoresce green]	106[may fluoresce green]
COc1ccc(NCc2ccc(OC)c(Cn3ccnc3)c2)c(OC)c1
  -4	103	106	3	104	-10	105	97
O=C(Nc1cccc2ccccc12)OCc1cncs1
  1	113	101	3	111	17	109	113
CN(C)S(=O)(=O)CC12CCC(CC1=O)C2(C)C (stereo unspecified)
  9	98	96	0	109	1	99	107
CCOC(=O)Oc1ccc2c(=O)c(Oc3cccc(C)c3)coc2c1
  -5	101	96	0	100	5	100	99
COc1cc(C)ccc1OCCOc1cc(C)ccc1Cl
  -6	99	100	3	104	8	107	111
COc1ccc(/C=N/NC(=O)c2sc3nc(C)cc(C)c3c2N)cc1
  -4	99	90	0	107	-2	97	107
COc1cc(C(=O)NCCC(=O)NC2CCC(C)CC2)cc(OC)c1OC (stereo unspecified)
  4	104	110	0	105	5	99	98
Cc1ccc(Nc2nnc(SCC(=O)NCC3CCCO3)s2)cc1 (stereo unspecified)
  8	100	99	0	107	21	102	101
Nc1nnc(CC(=O)N/N=C/c2ccc(-c3ccc(F)cc3)o2)s1
  15	97	101	0	111	-3	97	106
COCCn1c(SCC(=O)NC2CCCC2)nc2cccnc21
  7	99	95	4	92	1	102	89
Cc1cccc(C(=O)NCC(=O)OCCOc2ccccc2Cl)c1
  -7	88	100	0	94	5	101	105
Cc1cccc2cc(/C=N/NC(=O)CN3CCOCC3)c(Cl)nc12
  3	91	101	0	95	15	87	82
Nc1cc(S(=O)(=O)N2CCCCC2)ccc1N1CCOCC1
  0	108	103	0	108	-2	109	103
COc1ccc(CNC(=O)CCC(=O)Nc2ccc(Cl)cc2)cc1
  11	99	104	0	105	3	108	104
Cc1cc(=O)oc2cc(OCc3ccc(C(=O)OCC(=O)NC4CCS(=O)(=O)C4)cc3)ccc12 (stereo unspecified)
  -2	99	103	9	105	-4	102	104
Cc1cc(C(=O)N(Cc2nnc(-c3ccc(Cl)cc3)o2)C(C)C)c2ccccc2n1
  -5	102	91	1	100	5	99	103
O=C(O)c1cn(-c2ccccc2)c(=O)c2ccccc12
  -6	96	90	0	94	-3	94	.
COc1cc(C2C(C(C)=O)=C(O)C(=O)N2Cc2ccccc2)ccc1O (stereo unspecified)
  -2	101	102	0	95	5	108	107
CCC1C(=O)N=C(SCC(=O)Nc2ccc(C(=O)OC)cc2)NC1=O (stereo unspecified)
  1	98	101	6	96	-8	91	86

Compound activity from PubChem.

An unsorted share of the library; overall some 1.7% were active at least once.
